PG9 binder = binds the HIV-1 gp120 antibody PG9; TR-FRET gp120-PG9 antibody binding; inhibition, % at 6.7 µM; hit rate 0.43% among 360,000; AID 624416; in the data active means inhibition above about 8.5%
HTRA1 inhibitor = HTRA1 (human) protease inhibition | Q92743 | recombinant HTRA1, FP-rhodamine activity-based probe, fluorescence polarization | inhibition, % at 5.96 µM | hit rate 0.5% among 340,000 | AID 504803; in the data active means inhibition above about 36%;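 further: 0% = enzyme with DMSO and 100% = wells lacking enzyme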
TCR-CD3 inh = human TCR-CD3 binding inhibition. AID 651800. TAMRA-labeled TCR probe fluorescence, biochemical. hit rate 0.37% among 360,000. inhibition, % at 9.4 µM; in the data active means inhibition above about 19%;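 further: recombinant mutant TCR 2C K166C tagged with TAMRA read by polarization; 0% = receptor in buffer alone and 100% = receptor with positive control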
LEDGF integ inh = blocks HIV-1 LEDGF/p75-dependent DNA integration. TR-FRET IN-LEDGF/p75 DNA integration, Eu/Cy5. AID 743269. inhibition, % at 3.7 µM. hit rate 0.64% among 370,000;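 active means inhibition above the screen-wide mean plus 3 SD, cut at about 13% in these data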;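 further: signal is the Cy5 over europium emission ratio at 671 and 618 nm; 0% = plate median of compound wells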
rCAG binder = binds r(CAG) RNA repeats; AID 651821; r(CAG) RNA repeat, TO-PRO-1 dye displacement fluorescence; inhibition, % at 3 µM; hit rate 1.3% among 370,000;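 active means inhibition above the plate cutoff, the mean of all test compounds on that plate plus 3 SD, cut at about 35% in these data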;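 further: 0% = DMSO alone and 100% = 100 µM mitoxantrone as full dye displacement; higher means more dye released from RNA so lower well fluorescence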
Rev-erbA mod = Rev-erb alpha (human) modulation. P20393. Rev-erbα–FITC-DNA binding, fluorescence polarization, 90 min. activity, % at 10 µM. hit rate 0.79% among 370,000. AID 1259318;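 active means activity above about 14%, limit read from the data; passing the limit was not always enough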;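 further: 0% = DMSO wells with 35 nM protein and 100% = DMSO wells with 750 nM protein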
Target sequence (P20393 whole entry, looked up): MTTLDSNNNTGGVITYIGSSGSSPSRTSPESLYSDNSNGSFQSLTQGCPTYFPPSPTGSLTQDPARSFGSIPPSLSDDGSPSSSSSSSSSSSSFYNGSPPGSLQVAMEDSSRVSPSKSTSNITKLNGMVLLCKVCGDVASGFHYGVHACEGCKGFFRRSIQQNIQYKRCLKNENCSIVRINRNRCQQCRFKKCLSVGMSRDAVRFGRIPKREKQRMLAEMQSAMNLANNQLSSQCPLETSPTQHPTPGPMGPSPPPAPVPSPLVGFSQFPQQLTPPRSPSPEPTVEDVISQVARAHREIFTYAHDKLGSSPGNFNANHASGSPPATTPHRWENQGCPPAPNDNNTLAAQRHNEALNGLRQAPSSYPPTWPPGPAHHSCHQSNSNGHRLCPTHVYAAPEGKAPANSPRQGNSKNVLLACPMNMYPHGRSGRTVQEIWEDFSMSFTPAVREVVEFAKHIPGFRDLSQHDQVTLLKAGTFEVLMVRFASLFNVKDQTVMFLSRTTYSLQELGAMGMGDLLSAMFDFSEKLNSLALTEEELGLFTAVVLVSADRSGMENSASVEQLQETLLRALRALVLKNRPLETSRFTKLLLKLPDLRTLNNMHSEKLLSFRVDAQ
UHRF1 MBD2 ctr = UHRF1 methyl-DNA binding inhibition. inhibition, % at 4.4 µM. Q96T88. UHRF1 binding to methylated oligo, TR-FRET. AID 687016. hit rate 0.75% among 370,000; in the data active means inhibition above about 21%;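 further: UHRF1 SRA domain binding a hemimethylated CpG hairpin DNA probe; 0% = median of test compound wells and 100% = reference inhibitor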
mABHD4 FP = inhibitors of mouse ABHD4; Q8VD66; purified mABHD4, FP-Rh probe fluorescence polarization; hit rate 0.54% among 370,000; inhibition, % at 8.92 µM;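 active means inhibition exceeding the mean over every tested compound plus 3 SD, cut at about 30% in these data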;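 further: 0% = plate median of compound wells and 100% = S159A mutant with DMSO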
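Assay system: mouse ABHD4 enzyme, wild type / Also added: fluorescent activity-based probe FP-Rh / Doses: single nominal dose of 8.92 µM, 0.89% DMSO final / Timing: 45 min compound pre-incubation plus 60 min probe step, 25 °C / Signal: FP readout, ex 525 nm / em 598 nm / Control set: S159A mutant/DMSO as 100%, compound-well median as 0%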
PRMT1 inh = inhibitors of human PRMT1; Q99873; recombinant PRMT1, activity-based probe fluorescence polarization; inhibition, % at 2.79 µM; hit rate 1.3% among 370,000; AID 652257;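 active means inhibition above about 21% made by adding two undisclosed values, limit read from the data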
Target sequence (Q99873 whole entry, looked up): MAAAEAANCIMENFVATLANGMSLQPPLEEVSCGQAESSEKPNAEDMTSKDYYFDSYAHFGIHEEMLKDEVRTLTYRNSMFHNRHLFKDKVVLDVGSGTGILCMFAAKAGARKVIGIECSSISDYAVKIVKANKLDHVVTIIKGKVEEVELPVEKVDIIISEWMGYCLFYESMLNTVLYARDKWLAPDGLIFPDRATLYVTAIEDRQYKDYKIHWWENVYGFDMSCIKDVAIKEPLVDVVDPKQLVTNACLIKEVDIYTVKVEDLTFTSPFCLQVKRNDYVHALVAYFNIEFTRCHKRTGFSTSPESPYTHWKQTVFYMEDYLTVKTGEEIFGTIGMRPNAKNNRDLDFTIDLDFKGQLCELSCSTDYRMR
MBD2 inh = blocks human MBD2 binding to methylated DNA; Q9UBB5; TR-FRET, MBD2 binding to methylated oligonucleotide; inhibition, % at 4.4 µM; hit rate 0.31% among 370,000; in the data active means inhibition above about 13%
An asterisk follows results filed as active; nt = no result given. This is a subset, so the mix of outcomes need not match the whole.

canonical_smiles	PG9 binder	HTRA1 inhibitor	TCR-CD3 inh	LEDGF integ inh	rCAG binder	Rev-erbA mod	UHRF1 MBD2 ctr	mABHD4 FP	PRMT1 inh	MBD2 inh
CN(CCc1ccccn1)C(=O)CCC1CCCN(C(=O)CN2CCCCCC2)C1 (stereo unspecified)	0.3	-2	-2	-1	-5	-7	1	3	5	1
COc1cc(NC(=O)C2=C(N3CCOCC3)/C(=C\c3ccc(Cl)cc3Cl)CC2)cc(OC)c1OC	-0.9	-12	-3	-1	8	1	20	1	-1	-2
Cc1cccc(OCc2nnc(SC(C)C(=O)Nc3ccc(N4CCOCC4)cc3)o2)c1 (stereo unspecified)	-0.3	1	5	5	1	5	0	1	2	2
Oc1ccc(-c2csc(Nc3cccc4ccccc34)n2)cc1O	-0.8	71*	10	24*	54*	0	-1	21	7	0
Cc1ccc(NC(=O)Cn2nc(C)c([N+](=O)[O-])c2C)cc1Cl	1.2	-12	-3	6	0	-1	1	-1	-4	-3
Cc1ccc(NC(=O)CN(C)C(=O)CCSc2ccc(F)cc2)cc1	-0.1	2	10	-1	1	-5	-2	-1	-4	-3
COc1ccc(C(=O)n2cnc(N)n2)cc1	0.4	7	-1	-1	-1	-3	0	4	2	3
CC(c1ccco1)N(C(=O)c1ccc(Cl)s1)c1ccccn1 (stereo unspecified)	1.6	nt	2	-1	-5	0	3	-2	4	5
Cc1cccc(OCCn2c(-c3ccco3)nc3ccccc32)c1	-3.6	-38	2	0	-3	2	-2	-2	3	6
Cc1ccc(Nc2nc(Cl)c(C=O)s2)cc1	-2.0	-9	-4	4	4	1	3	-8	-10	1
CCOC(=O)COc1cccc(C2NC(=O)c3ccccc3O2)c1 (stereo unspecified)	-2.7	3	-7	1	-2	2	18	-2	-1	1
C[C@@H]1CCCCO[C@H](CN(C)C(=O)Cc2ccccc2)[C@H](C)CN([C@@H](C)CO)C(=O)c2cc(NC(=O)Nc3ccc(F)cc3)ccc2O1	0.1	-24	1	-2	9	8	1	3	0	-1
Cn1c(CSCc2ccccc2)nnc1SCC(=O)Nc1nccs1	-0.1	-1	-1	0	-5	-5	3	2	0	-5
Cc1ccc2c(c1)N(Cc1cccc(F)c1)C(=O)C(C)O2 (stereo unspecified)	0.6	-8	-1	-2	-5	-5	0	-14	-4	-4
COC(=O)[C@]12CCCCC=C1N(Cc1cccc3ccccc13)C(=O)[C@H](CC(=O)NCCCN1CCCC1=O)C2	2.5	nt	3	4	6	4	0	5	0	4
O=S1(=O)CC(N2CCSCC2)CN1Cc1cn(Cc2ccc(C(F)(F)F)cc2)nn1 (stereo unspecified)	-1.9	nt	-4	4	-1	-10	6	-2	-1	-3
CCCCOc1ccc(N(CC(=O)NC(C)(C)C)C(=O)CCC(=O)Nc2nccs2)cc1	-0.8	3	-2	1	-6	-8	3	-10	4	2
Cc1ccc(-c2nc3ccccc3[nH]2)cc1NC(=S)NC(=O)c1ccccc1Br	-2.2	-79	7	-8	6	1	3	-28	0	0
CCSc1nnc(NC(=O)C2C3CCC(C3)C2C(=O)O)s1 (stereo unspecified)	-2.4	3	3	2	-2	-5	0	-2	0	0
N#Cc1cc(C#N)c(N2CCN(c3ccccn3)CC2)nc1N	-1.0	0	-2	4	-3	-2	-2	-1	2	-2
Cn1c(N)c(C(C[N+](=O)[O-])c2ccccc2Cl)c(=O)n(C)c1=O (stereo unspecified)	-0.2	-4	-4	4	0	3	1	-4	-3	1
O=C(CN(C(=O)c1csnn1)c1ccccc1Cl)NC1CCCC1	2.5	2	-1	0	1	4	8	7	3	4
COc1cc2c(cc1NC(=S)Nc1cccc(C)c1)oc1ccccc12	-2.4	1	-4	-3	8	-1	-2	2	-1	3
CCn1nc(NC(=O)c2ccncc2)c2cc3cccc(C)c3nc21	-4.7	-17	-1	-1	0	0	-1	-3	-1	3
O=C1NCCN1C(=O)c1ccccc1F	1.2	0	2	0	-1	-5	1	10	2	-2
CN(C)C(=O)CCN1CCOCC1	0.0	-3	-2	-1	-1	3	1	-4	-2	1
O=C(Nc1ccccc1C(=O)NC(Cc1ccccc1)C(=O)NC1CCCCC1)c1ccccc1 (stereo unspecified)	2.4	5	-4	-3	0	2	-3	2	0	-1
COC(=O)[C@]12CCCCC=C1N(CCC1=CCCCC1)C(=O)[C@H](CC(=O)NCc1cccc3ccccc13)C2	1.8	nt	2	-2	7	0	21*	-5	-2	6
COCCn1c(N)c(N(Cc2ccccc2)C(=O)C2=COCCO2)c(=O)[nH]c1=O	-1.7	8	0	1	-8	1	-2	6	-1	-4
CCOC(=O)C(NCc1ccco1)(NC(=O)c1ccccc1)C(F)(F)F (stereo unspecified)	0.7	8	-14	3	0	0	2	-7	-3	8
O=C(c1ccc(F)cc1)n1ccc(-c2cnc(-c3ccccc3)s2)n1	-2.0	5	6	0	-2	17	-2	-1	0	-1
CC(C)CNC(=O)COC(=O)c1ccccc1OCC(=O)Nc1ccc(Br)cc1	-1.3	-3	1	4	1	-1	0	-11	-2	-6
CCOc1ccc2nc(SCC(=O)N(CC(C)C)c3c(N)n(CC(C)C)c(=O)[nH]c3=O)[nH]c2c1	0.2	-1	2	-2	2	6	-2	8	3	-1
COC(=O)CSc1nc(-c2ccccc2)nc2ccc(F)cc12	1.6	-6	-5	2	4	8	2	-5	-1	2
Cn1c(=O)cc(SCC(=O)NCc2ccc(F)cc2)c2ccccc21	0.4	-2	-1	2	-1	0	-5	0	-2	-4
CCOC(=O)C1CCN(C(=O)c2ccc(Cl)c(S(=O)(=O)N3CCCC3)c2)CC1	0.6	4	-8	1	-6	-2	-2	-3	0	3
O=C(NCCO)C(=O)NCC(c1ccc2c(c1)OCO2)N1CCN(c2ccc(F)cc2)CC1 (stereo unspecified)	0.7	4	-2	-6	-2	-4	0	-3	2	1
CC(=O)N1CCc2cc(S(=O)(=O)CCC(=O)NCc3ccc(C)o3)ccc21	-1.3	3	8	0	1	-1	0	3	19	-2
CCn1c(C(O)c2ccccc2)nc2ccccc21 (stereo unspecified)	0.3	-7	6	0	-3	0	-2	-3	-1	0
COc1ccc(CCNC(=O)c2cccs2)cc1OC	1.2	1	-6	1	-2	-7	4	2	4	-7

3 of the entries above in order of their number in mABHD4 FP, low to high.
SMILES,PG9 binder,HTRA1 inhibitor,TCR-CD3 inh,LEDGF integ inh,Rev-erbA mod,UHRF1 MBD2 ctr,mABHD4 FP,PRMT1 inh,MBD2 inh
O=C(NCCO)C(=O)NCC(c1ccc2c(c1)OCO2)N1CCN(c2ccc(F)cc2)CC1 (stereo unspecified),0.7,4,-2,-6,-4,0,-3,2,1
O=C(Nc1ccccc1C(=O)NC(Cc1ccccc1)C(=O)NC1CCCCC1)c1ccccc1 (stereo unspecified),2.4,5,-4,-3,2,-3,2,0,-1
COc1ccc(C(=O)n2cnc(N)n2)cc1,0.4,7,-1,-1,-3,0,4,2,3

Next structures follow:
canonical_smiles	PG9 binder	HTRA1 inhibitor	TCR-CD3 inh	LEDGF integ inh	rCAG binder	Rev-erbA mod	UHRF1 MBD2 ctr	mABHD4 FP	PRMT1 inh	MBD2 inh
c1ccc(-c2ccc3ccccc3n2)cc1	0.8	-1	-6	-3	1	0	2	-14	12	6
Clc1cccc(-c2nc3c4ccccc4ccn3c2Cc2ccccc2)c1	-0.9	nt	-1	-1	5	0	10	-15	-3	0
CCC(C)(C(=O)NC1CCCCC1)N(Cc1cccs1)C(=O)c1ccc(=O)[nH]c1 (stereo unspecified)	-0.4	9	-7	-1	-2	2	2	10	3	-2
COc1ccc(CCNC(=O)COc2nncc3ccccc23)cc1	-0.1	3	-3	-3	-1	0	-1	3	1	2
O=C(NCc1ccccc1)c1cc(C2CCCCN2C(=O)c2ccc3c(c2)CCO3)on1 (stereo unspecified)	1.2	nt	-9	-2	0	12	7	-17	7	5
COc1ccc(S(=O)(=O)N2CCCCCC2)cc1NC(=O)CN1C(=O)NC(C)(c2ccccc2)C1=O (stereo unspecified)	-0.9	-20	-3	-3	2	-5	2	1	-1	5
CCN(CC)c1nc(N2CCN(CCO)CC2)nc2ccccc12	-1.1	4	0	-5	-9	3	1	-2	3	1
O=C1CCCC2=C1C1(CCCC1)N=C(Nc1nc3cc(Br)ccc3o1)N2	nt	nt	nt	-2	nt	13	-2	2	3	0
CCn1c(SCc2nc3ccccc3c(=O)[nH]2)nnc1-c1ccncc1	0.6	7	-2	-2	-2	0	1	7	4	-1
CC/C=C\[C@H](O)[C@H](O)C1=C(C)C(=O)[C@]2(O1)C(=O)N[C@@](OC)(C(=O)c1ccccc1)C2O (stereo partly specified)	-2.1	5	4	-6	6	0	-3	7	4	-1
COc1cc(NC(=O)CSc2nnnn2C2CCCC2)cc(OC)c1	-2.7	-6	-9	-10	-3	-2	5	-9	6	6
COc1cc(C(=O)NC2CC(C)CC(C)(C)C2)cc(OC)c1OC (stereo unspecified)	0.7	-8	-8	2	1	1	-1	3	5	1
CCOCCCNC(=O)CN1C(=O)COc2ccc(S(=O)(=O)N3CCOCC3)cc21	-1.8	10	4	3	-1	-6	-2	-2	-4	-5
CN(Cc1ccccc1)C(=O)Nc1c(Cl)cccc1Cl	-1.0	nt	3	-1	0	3	-2	-26	-1	-7
O=C(CCC(=O)N1CCN(c2ccc(F)cc2)CC1)c1ccc(Cl)cc1	-1.8	-18	-2	1	5	-3	1	-2	-1	-1
CCCn1c(=O)c2ccccc2n2c(SC(C)C(N)=O)nnc12 (stereo unspecified)	-3.2	8	8	2	-1	2	-1	6	-3	0
COc1ccc(C2CC(=O)C(c3cccc(OC)c3)=CN2Cc2ccccc2)cc1 (stereo unspecified)	0.7	nt	4	1	4	-2	-1	-3	3	-5
O=S(=O)(NC1=NCCC1)c1cccc(NC(=S)NCCc2ccccc2)c1	-1.3	6	5	4	2	5	-1	-9	1	0
COC(=O)[C@]12CCCCC=C1N(CCC1=CCCCC1)C(=O)[C@H](CC(=O)NCc1ccc(OC)c(OC)c1)C2	1.8	nt	2	-1	4	7	-1	2	0	4
Cc1ccc(NCc2nnc(SCC(=O)O)n2Cc2ccccc2)cc1Cl	-0.6	nt	-2	3	13	6	1	-1	2	-1
COc1ccc(C2C(C(=O)N3CCOCC3)CCC(=O)N2c2cc(OC)c(OC)c(OC)c2)cc1 (stereo unspecified)	0.1	10	-8	-2	-1	-4	1	6	0	1
CCOc1ccc(C2NC(=O)CCC2[N+](=O)[O-])cc1 (stereo unspecified)	-1.1	5	-3	2	2	7	1	2	-2	-1
COc1cc(NC(=O)c2cc(C)nc3ccccc23)cc(OC)c1OC	0.7	1	4	7	3	-1	3	1	-1	-2
COc1ccc(CNC(=O)c2ccc(N3CCC4(CC3)CC(c3ccc(Cl)cc3)=NO4)c([N+](=O)[O-])c2)cc1	-1.3	-14	-7	-2	12	1	4	-3	1	-3
Cc1occc1C(=O)NNC(=S)Nc1ccccc1	-0.2	1	6	-3	-2	2	-1	5	-3	-2
NS(=O)(=O)c1ccc(CCNC(=O)CN2CCN(Cc3cccc4ccccc34)CC2)cc1	-2.8	3	-2	-5	-3	1	-1	1	2	0
CCOc1c2ccc(C(=O)NCc3ccc(OC)cc3)cc2nn1CCOC	-0.3	-6	-2	0	-3	-2	8	0	3	6
COc1ccc(C2C3=C(CC(C)(C)CC3=O)Nc3c2c(=O)[nH]c2nc(C)nn32)cc1 (stereo unspecified)	-1.6	-1	8	1	1	2	1	3	-1	-1
COc1ccc(S(=O)(=O)Nc2nc3ccccc3nc2NCc2ccc3c(c2)OCO3)cc1	0.7	5	-2	-1	0	6	-1	-3	-2	4
